High-throughput results from PubChem.
tim10-1 inh: growth inhibitors of tim10-1 mutant yeast, primary screen, luminescence, uHTS; S. cerevisiae tim10-1 ts strain growth, BacTiter-Glo, 24 h; inhibition, % at 20 µM; hit rate 2.2% among 330,000;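 active = inhibition of at least 40%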;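 also: mutant grown at 25 °C; 0% = DMSO wells with yeast and 100% = wells holding no yeast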
TIM10 inh: growth inhibitors of isogenic TIM10 control yeast, primary screen, counter-screen for tim10-1 yeast inhibitor project, luminescence, uHTS; S. cerevisiae TIM10 strain growth, BacTiter-Glo luminescence, 24 h; inhibition, % at 10 µM; hit rate 1.4% among 330,000;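 active = inhibition of 40% or more at the single tested concentration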;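 also: wild-type TIM10 isogenic control strain grown at permissive 25 °C; 0% = DMSO yeast wells and 100% = minimal medium wells without yeast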
CXCR6 block: CXCR6 receptor inhibitors, primary screen, cell-based, beta-arrestin, luminescence, CHO-K1 PathHunter, 1536-well | hit rate 0.36% among 360,000 | inhibition, % at 20 µM | AID 602244, 2012; in the data active = inhibition above about 34%, passing the limit was not always enough;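 also: antagonist mode with CXCL16 agonist at 10 nM final; 0% = 10 nM CXCL16 with DMSO and 100% = unstimulated wells without agonist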
APJ agonist: agonists of human apelin receptor APJ, primary screen, CHO-K1 cells, PathHunter beta-arrestin, luminescence | 0% DMSO wells, 100% apelin | hit rate 0.11% among 330,000 | activation, % at 20 µM | AID 2520, 2010 | P35414;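 active = activation more than six SD over the plate average, tested at 20 µM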;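 also: 0% = DMSO alone and 100% = apelin-13 at 10 nM; some results filed as inactive read as strong as hits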
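Assay system: CHO-K1 cells stably expressing ProLink-tagged human APJ and arrestin–beta-gal acceptor. Compound dosing: 20 µM single point, 1% DMSO. Times: 16-18 h seeding, 90 min dark compound exposure, 60 min detection. Detection: beta-gal luminescence. Evaluation: APJ–arrestin association signal. Controls: negative DMSO alone, positive Apelin-13 at 10 nM.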
XBP1 UPR activ: activators of adaptive XBP1 UPR arm, primary screen, cell-based, CHO-XBP1 luciferase reporter, luminescence, uHTS | IRE1-XBP1 UPR activation; percent of tunicamycin response, DMSO as zero | hit rate 0.33% among 330,000 | activation, % at 20 µM;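 active = versus positive control, 20 µM dose yields 30% or more activation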;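 also: 100% = tunicamycin at 10 µg/mL and 0% = DMSO only wells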
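Material: CHO-XBP1 cells stably carrying IRE1-XBP1-driven luciferase reporter / Amount: 1000 cells per well / Compound: 20 µM, 1% DMSO / Times: 6 h treatment, 37 °C / Detection: luciferase luminescence / Measure: % activation of reporter signal versus tunicamycin and DMSO controls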
tim23-1 inh: growth inhibitors of tim23-1 mutant yeast, primary screen, luminescence, uHTS. hit rate 1.3% among 330,000. S. cerevisiae tim23-1 growth, BacTiter-Glo luminescence, 24 h. inhibition, % at 20 µM. AID 463212, 2010;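 active = growth inhibition of the mutant yeast at or above 50%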;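 also: temperature-sensitive mutant grown at 25 °C; plate controls were DMSO-treated mutant yeast for no effect and medium wells lacking yeast for full effect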
CHOP UPR activ: activators of apoptotic CHOP UPR arm, primary screen, cell-based, CHO-CHOP luciferase reporter, luminescence, uHTS; hit rate 0.34% among 330,000; UPR activation; percent of tunicamycin response over DMSO baseline; activation, % at 10 µM; AID 449763, 2010;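 active = at 10 µM dose, activation of 40% or more, normalized to positive control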;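 also: 100% = tunicamycin at 10 µg/mL and 0% = DMSO alone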
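measured by = luciferase luminescence | assay system = CHO-CHOP cells, stable luciferase reporter of PERK-eIF2a-CHOP signalling | amount = 500 reporter cells seeded per well | timing = 6 h compound exposure at 37 °C after overnight seeding | controls = positive tunicamycin 10 µg/mL, negative DMSO alone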
Mdm2 MdmX PPI: inhibitors of human Mdm2-MdmX association, primary screen, cell-based, luminescence, split luciferase, SaOS-2, uHTS. Protein Mdm4 (Homo sapiens) + E3 ubiquitin-protein ligase Mdm2 (Homo sapiens), …. SaOS-2 split-luciferase Mdm2/MdmX complementation. inhibition, % at 8 µM. hit rate 3% among 330,000. AID 485346, 2010;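 active = inhibition of at least 50% at 8 µM in the primary screen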
Target sequence (O15151 whole entry, looked up): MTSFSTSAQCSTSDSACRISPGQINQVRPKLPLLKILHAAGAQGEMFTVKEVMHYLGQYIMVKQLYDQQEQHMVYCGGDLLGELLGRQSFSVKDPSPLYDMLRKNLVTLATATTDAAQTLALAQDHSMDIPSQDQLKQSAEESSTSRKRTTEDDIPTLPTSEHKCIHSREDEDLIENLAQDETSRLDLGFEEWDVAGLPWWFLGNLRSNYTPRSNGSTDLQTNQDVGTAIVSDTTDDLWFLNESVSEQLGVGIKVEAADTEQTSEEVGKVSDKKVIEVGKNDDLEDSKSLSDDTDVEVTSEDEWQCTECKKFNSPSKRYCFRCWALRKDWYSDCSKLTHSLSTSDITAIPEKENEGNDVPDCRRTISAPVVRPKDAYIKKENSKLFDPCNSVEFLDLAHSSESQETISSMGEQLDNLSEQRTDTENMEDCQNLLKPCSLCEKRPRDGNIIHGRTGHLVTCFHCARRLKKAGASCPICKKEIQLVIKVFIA
Target sequence (Q00987 whole entry, looked up): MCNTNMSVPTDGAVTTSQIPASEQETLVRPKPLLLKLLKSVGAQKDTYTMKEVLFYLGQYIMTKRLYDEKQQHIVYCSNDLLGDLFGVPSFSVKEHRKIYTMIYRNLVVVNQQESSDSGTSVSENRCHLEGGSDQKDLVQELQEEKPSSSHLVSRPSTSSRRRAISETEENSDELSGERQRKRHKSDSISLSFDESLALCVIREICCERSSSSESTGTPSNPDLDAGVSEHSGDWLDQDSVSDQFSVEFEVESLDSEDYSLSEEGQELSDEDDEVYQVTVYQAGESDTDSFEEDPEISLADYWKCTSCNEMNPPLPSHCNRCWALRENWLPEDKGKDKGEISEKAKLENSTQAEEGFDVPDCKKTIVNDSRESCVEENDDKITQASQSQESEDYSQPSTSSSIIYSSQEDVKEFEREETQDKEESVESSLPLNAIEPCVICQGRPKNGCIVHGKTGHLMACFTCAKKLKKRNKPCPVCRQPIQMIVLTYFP
APJ antagonist: antagonists of human apelin receptor APJ, primary screen, CHO-K1 cells, beta-arrestin complementation, luminescence | inhibition, % at 20 µM | P35414 | hit rate 0.32% among 330,000 | AID 2521, 2010;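 active = inhibition above about 40% at 20 µM, limit read from the data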;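 also: cells challenged with 10 nM apelin-13 agonist together with compound; plate controls were apelin-13 plus DMSO wells for no effect and DMSO wells lacking apelin-13 for full effect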
The depositor's hits bear a star; nt = no result given. These rows are one share of the data, so the mix of outcomes need not match the whole.

SMILES	tim10-1 inh	TIM10 inh	CXCR6 block	APJ agonist	XBP1 UPR activ	tim23-1 inh	CHOP UPR activ	Mdm2 MdmX PPI	APJ antagonist
C/C=C1\COC(C(=O)NCCCN2CCCC2=O)(C(F)(F)F)C=C1C=C(C)C (stereo not given)	8	9	-4	4	-2	24	1.0	3	-9
COc1ccc(C(=O)N/N=C/c2cc3ccccc3[nH]c2=S)cc1	14	13	-6	5	-2	26	1.6	2	0
Cc1ccc(C2(C)NC(=O)N(CC(=O)NCCC3=CCCCC3)C2=O)cc1 (stereo not given)	6	20	0	2	-2	9	-0.1	-6	0
COc1ccc(C)cc1Nc1n[n+](-c2ccccc2)c(-c2cc([N+](=O)[O-])cc(OC)c2O)s1	3	7	-9	-2	-1	18	2.2	-1	-4
CCCCCc1ccc(-c2ccc(OCC)cc2)nc1	11	7	-9	1	0	6	6.1	8	-3
O=C/C=C/c1c(-c2ccccc2)cc2oc3ccccc3cc1-2	39	36	19	-6	5	50*	4.2	-3	20
O=[n+]1c2c(n([O-])c3ccccc31)CCCC2	2	9	-6	-1	2	6	1.9	-13	-16
Cc1cccc(NC(=O)CSCC(=O)N(CCC(C)C)c2c(N)n(Cc3ccccc3)c(=O)[nH]c2=O)c1	7	0	3	-3	-2	-4	-0.4	27	6
CN1CCN(S(=O)(=O)c2cccc(C(=O)O)c2)CC1	-4	6	4	-3	-1	10	-2.8	4	-13
Cc1cccc(OC(=O)c2cn(C)nc2C(F)(F)F)c1C	19	-13	2	-3	1	11	0.2	9	-8
COC(=O)Cc1[nH]nc2c1C1(C(=O)N(Cc3ccccc3)c3ccccc31)C(C#N)=C(N)O2 (stereo not given)	7	-2	2	5	-1	13	-0.7	-3	-22
COCCN1C(=O)C(=O)/C(=C(/O)c2cccc(OC)c2)C1c1ccc(C)o1 (stereo not given)	2	-2	2	2	-3	3	-1.1	-4	12
CCN(CC)S(=O)(=O)c1ccc(/C=C/C(=O)OCC(=O)NCc2ccco2)cc1	14	8	-7	-3	-1	21	0.1	-19	-6
CC(=O)c1nnn(-c2ccc(Cl)cc2C#N)c1C	6	6	-9	-4	-2	9	-1.0	-6	-11
Cc1ccc(C(=O)N2CCN(c3ccc(NC(=O)c4cccs4)cc3)CC2)cc1	35	28	-5	3	-3	21	1.5	23	-44
COc1ccc(S(=O)(=O)Nc2cccc(S(=O)(=O)NC3=NCCC3)c2)cc1[N+](=O)[O-]	-10	-6	-4	4	-1	-1	-0.5	-1	-4
CC(C)C(NC(=O)c1ccc2c(c1)OCO2)C(=O)N/N=C\c1ccco1 (stereo not given)	-24	-18	-4	-3	-2	-19	-2.1	9	-2
COc1nc(N2CCOCC2)nc(C)c1[N+](=O)[O-]	-3	-21	9	1	0	0	2.4	7	-1
COc1ccccc1N1CCN(C2=CC(=O)CCC2)CC1	6	-3	-4	-4	-2	4	-0.3	-9	11
CCN(CC)C(=O)CN(c1cc(Cl)ccc1OC)S(C)(=O)=O	17	16	-4	-3	-1	11	0.5	11	15
CCOC(=O)c1nc(C)n(-c2cc(Cl)ccc2Cl)n1	-4	8	4	-1	-2	4	-1.4	-28	9
CC(C)CN(C(=O)COC(=O)CCC(=O)c1ccc(F)cc1)c1c(N)n(Cc2ccccc2)c(=O)[nH]c1=O	7	15	8	6	4	11	1.3	-23	-50
O=C(NNc1cccc(Cl)n1)c1c(F)cccc1F	11	5	-2	1	-1	1	-0.4	-4	9
CC(=O)Nc1ccc(/C(C)=N/NC(=O)C2CC2c2ccccc2)cc1 (stereo not given)	1	-17	-2	-4	-2	-1	0.8	18	-5
CCCCSc1nnc([C@H](C)NC(=O)OC(C)(C)C)o1	14	17	10	-5	0	17	-1.0	-18	12
CCCCN(CC)CCNC(=O)c1cc2c(=O)n(CC)c3ccccc3c2s1	10	5	3	0	0	8	1.3	73*	21
COCc1nc2c([nH]1)c(=O)n(C)c(=O)n2CC(C)C	-8	-5	-1	2	-5	-12	0.9	6	7
Cc1cc(NC(=O)CN2CCC(C)CC2)no1	-4	2	-5	-4	0	8	0.8	10	5
Cc1csc(=O)n1CCC(=O)OCC(=O)Nc1ccc(S(N)(=O)=O)cc1	8	21	0	-8	1	11	0.0	-17	15
CN1CCN(C(=O)CN(Cc2ccc(Cl)cc2)S(C)(=O)=O)CC1	10	0	-3	-1	-3	14	-0.5	14	12
COc1ccccc1CNC(=O)CSC1=NCCS1	20	12	8	-5	-1	17	-1.0	3	10
Cc1ccc(OCC(O)CNC2CCCC2)cc1C (stereo not given)	13	-1	-4	-3	-7	13	0.6	-3	18
CC(C)NC[C@H](O)c1ccc(O)c(O)c1	-18	-4	-5	-2	-5	-6	-0.3	10	-3
CCCOC(=O)c1ccc(Oc2c(-c3ccc(O)cc3O)n[nH]c2C)cc1	55*	21	-4	1	-1	-111	-0.8	23	-23
CC1(C)NC(=O)N(c2ccc([N+](=O)[O-])c(C(F)(F)F)c2)C1=O	5	4	-19	8	-7	15	0.7	-9	4
CC(=O)c1ccc(-n2c(CCC(=O)O)ccc2-c2cccs2)cc1	4	-1	6	-3	-3	8	0.0	8	-7
Cc1ccc(CN(C)C(=O)c2ccc3c(c2)NC(=O)CS3)o1	4	-17	-6	-2	-5	2	0.4	5	-9
CC(/C=C1\SC(=S)N(NC(=O)c2ccncc2)C1=O)=C\c1ccccc1	19	-10	3	1	-5	12	-2.2	-6	3
O=C(CSc1nnc(COc2ccccc2)n1Cc1ccco1)NCc1ccco1	-17	5	-3	-4	0	-2	-1.1	10	14
O=C(NCCN1CCN(C(=O)c2ccc(F)cc2)CC1)c1ccc(F)cc1	-11	-2	-5	1	-4	7	0.4	25	3

Arranged by count of non-hydrogen atoms (largest number first): three of the compounds above
SMILES	tim10-1 inh	TIM10 inh	CXCR6 block	APJ agonist	XBP1 UPR activ	tim23-1 inh	CHOP UPR activ	Mdm2 MdmX PPI	APJ antagonist
O=C(CSc1nnc(COc2ccccc2)n1Cc1ccco1)NCc1ccco1	-17	5	-3	-4	0	-2	-1.1	10	14
CC1(C)NC(=O)N(c2ccc([N+](=O)[O-])c(C(F)(F)F)c2)C1=O	5	4	-19	8	-7	15	0.7	-9	4
COc1ccccc1CNC(=O)CSC1=NCCS1	20	12	8	-5	-1	17	-1.0	3	10

Further results:
SMILES	tim10-1 inh	TIM10 inh	CXCR6 block	APJ agonist	XBP1 UPR activ	tim23-1 inh	CHOP UPR activ	Mdm2 MdmX PPI	APJ antagonist
O=C(NNC(=O)C1CC1)c1ccc(F)cc1F	9	3	0	0	0	-6	-0.4	11	-20
CCCCCCn1c(SCCC)nc2c1c(=O)[nH]c(=O)n2C	-3	-31	8	-5	8	-6	0.9	34	6
Cn1c(Cn2c3ccccc3c3ccccc32)n[nH]c1=S	29	25	0	1	-3	16	0.3	-6	4
O=C(CSc1nc2ccccc2c(=O)[nH]1)Nc1nc(-c2ccc(Br)cc2)cs1	10	-3	8	-6	-1	7	-2.0	76*	10
O=C(O)c1c2c(nc3ccccc13)/C(=C/c1ccc(OC(F)F)cc1)CCC2	-2	-11	12	1	0	14	-1.0	-9	4
Cc1nnc(SCC(=O)Nc2ccc(Br)cn2)[nH]c1=O	-11	0	3	-4	1	3	0.8	26	4
O=C(Cc1cccc2ccccc12)NCCOc1ccccc1F	10	23	-4	-3	-3	11	2.0	7	11
O=C(COc1ncnc2ccccc12)N1CCN(S(=O)(=O)c2ccccc2)CC1	-1	-5	4	-7	-3	-2	-1.1	14	4
CC(C)(C)c1ccc(/C=C2\Oc3c(ccc(O)c3CN3CCN(CCO)CC3)C2=O)cc1	14	-2	6	-5	-1	-9	1.4	-6	-4
CC(C)Nc1ncnc2ccc(Br)cc12	7	1	-3	-1	-2	3	-1.9	67*	1
Cc1nc2ccc(C(=O)N3CCCC(CO)(Cc4ccc(F)cc4F)C3)cc2nc1C (stereo not given)	25	8	-8	-4	-2	19	-0.8	5	-30
COc1cc(C(=O)NNC(=O)c2n[nH]c3ccccc23)cc(OC)c1OC	-6	0	-2	1	-1	8	0.9	9	6
CC(C)CN(C(=O)CN(C)C(=O)Cc1ccc(Cl)cc1)c1c(N)n(CC(C)C)c(=O)[nH]c1=O	-3	-9	4	3	-4	-2	-2.8	8	4
Cc1ccc(S(=O)(=O)NC(=NC(C)C(=O)O)c2ccccc2)cc1 (stereo not given)	4	5	-8	-1	-6	4	-0.8	-12	18
CNC(=O)NC(=O)C(c1ccccc1)N(C)CC1COc2ccccc2O1 (stereo not given)	4	2	1	-5	-3	15	1.7	16	9
O=C(COC(=O)CC1CC2CCC1C2)Nc1ccc(F)cc1 (stereo not given)	27	43*	1	-3	-2	31	-0.6	1	-1
O=C(CCn1ccc2cc(S(=O)(=O)N3CCCC3)ccc21)NCc1cccc(F)c1	26	16	1	-2	-2	17	2.2	13	10
CCCCCC1=CCC/C1=N\NC(=O)c1ccc2c(c1)OCO2	23	-2	4	-2	-2	27	0.5	1	-1
O=C(COC(=O)/C=C/c1ccc(Cl)c(Cl)c1)NC1CC1	17	8	-8	-1	0	21	0.5	3	-1
CN(C)S(=O)(=O)c1ccc(NC(=O)c2ccc3ncsc3c2)cc1	15	4	nt	-2	-1	10	0.3	-16	7
O=C(Cc1cccs1)N1CCN(S(=O)(=O)c2cccc([N+](=O)[O-])c2)CC1	10	9	-19	7	-3	17	-0.3	-25	-20
CSCCCNC(=S)N1CCN(S(=O)(=O)c2cccc(C(F)(F)F)c2)CC1	27	2	-2	-2	-1	18	2.8	-1	-30
COc1ccc(N(CC(=O)NC2CCCCC2C)S(=O)(=O)c2c(C)nn(C)c2C)cc1 (stereo not given)	3	9	4	-1	0	8	-1.3	-2	20
COc1ccc(C(=S)N2CCCCC2)cc1Br	31	1	8	-3	-2	28	-0.9	13	8
COc1ccccc1CNC(=O)c1oc2ccc(S(=O)(=O)N3CCCC3)cc2c1C	17	10	2	7	-3	29	-0.1	24	-2
O=C(NCCSc1c[nH]c2ccccc12)c1ccco1	11	9	4	-1	1	11	3.2	-7	2
O=C(NCC(c1ccco1)N1CCc2ccccc2C1)c1ccc(Cl)cc1 (stereo not given)	24	20	-7	-6	-4	31	1.9	19	-39
CCOc1cc(C)c(C(C)C)cc1S(=O)(=O)NCc1ccccn1	28	35	4	-5	0	25	1.4	21	17
CCN(CC)c1ccc(S(=O)(=O)N2CCOCC2)cc1NC(=O)Nc1ccccc1	9	4	5	1	-3	5	2.0	-22	7
CC(=O)C1=C(C)NC(SCC(=O)c2ccc(Cl)cc2)=C(C#N)C1c1ccco1 (stereo not given)	9	26	6	3	0	36	-0.1	-20	-13
